Screens deposited in PubChem BioAssay by several laboratories.
FXIa inh: human FXIa protease inhibitors, primary screen, biochemical, 1536-well; Coagulation factor XI (Homo sapiens), P03951; purified FXIa, Boc-Glu-Ala-Arg-AMC fluorogenic substrate; inhibition, % at 5 µM; actives 0.14% (n = 220,000);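 active = inhibition of at least 40%; inactive = inhibition below 40%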;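 note: fluorescence of freed AMC excited at 355 nm; 0% = enzyme without compound and 100% = no enzyme blank; many of its hits are not listed in these tables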
Thrombin inh: human alpha-thrombin inhibitors, primary screen, counter-screen for coagulation protease inhibitor project, biochemical, 1536-well, fluorogenic AMC substrate | actives 0.26% (n = 220,000) | Prothrombin (Homo sapiens), P00734 | inhibition, % at 5 µM | Boc-VPR-AMC fluorogenic substrate cleavage | AID 1046, 2008;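 active = inhibition at or above 40%; inactive = inhibition below 40%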;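 note: 0% = enzyme with no compound and 100% = wells without enzyme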
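Material: human alpha-thrombin enzyme / Medium: pH 7.5 Tris (50 mM) with NaCl 150 mM, Tween 20 0.05% / Compound: single-point dosing at 5 µM, 0.2% DMSO / Incubation: enzyme reaction carried out at room temperature / Detection: AMC fluorescence, 355/460 nm / Read-out basis: percent inhibition scaled between no-compound controls and no-enzyme blanks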
zVAD death inh: inhibitors of zVAD-triggered necroptosis, primary screen, L929 cells; viability rescue, % at 10 µM; L929 zVAD necroptosis rescue, ATP luminescence, 24 h; with zVAD 60 µM; actives 0.38% (n = 220,000);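 active = activation, scaled between plate controls, above about 75%, limit read from the data; inactive = activation under that limit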;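 note: 0% = zVAD with DMSO and 100% = DMSO alone without zVAD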
FXIIa inh: human FXIIa protease inhibitors, primary screen, biochemical, 1536-well. AID 800, 2007. actives 0.3% (n = 220,000). inhibition, % at 5 µM. purified FXIIa, Boc-QGR-AMC fluorogenic substrate, 2 h; in the data active = inhibition above about 40%;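 note: 0% = enzyme with no compound and 100% = blank without enzyme; many of its hits are not listed in these tables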
KLK5 inh: human KLK5 protease inhibitors, primary screen, biochemical, 1536-well; actives 0.59% (n = 210,000); Kallikrein-5 (Homo sapiens), Q9Y337; recombinant hK5, fluorogenic AMC substrate cleavage; inhibition, % at 5 µM;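 active = inhibition of 40% or more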;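 note: 0% = enzyme controls without compound and 100% = no-enzyme blanks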
Target sequence (Q9Y337 67-293 limits assumed): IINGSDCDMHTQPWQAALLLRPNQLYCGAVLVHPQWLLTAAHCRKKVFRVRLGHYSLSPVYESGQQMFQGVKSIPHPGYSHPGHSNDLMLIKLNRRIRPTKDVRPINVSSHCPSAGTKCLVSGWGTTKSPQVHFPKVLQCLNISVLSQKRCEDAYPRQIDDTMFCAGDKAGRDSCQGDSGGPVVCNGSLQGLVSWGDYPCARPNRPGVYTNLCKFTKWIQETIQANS
Cl transport mod: KCC2 cotransporter modulators, thallium flux, primary screen, cell-based, HEK293 KCC2, FluoZin-2 fluorescence, MLSMR. KCC2 cells, thallium flux FluoZin-2 fluorescence. B-score of Tl+ flux slope (higher = more flux/activation; lower = inhibition) at 10 µM. actives 2.2% (n = 190,000). AID 1456, 2008;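 active = thallium flux slope and its plate-corrected score both differing from the plate sample mean at a set confidence after two filtering rounds, in either direction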;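 note: slope of fluorescence scaled to starting intensity during 10 to 20 s after thallium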
Rad51 HR inh: human RAD51 strand exchange inhibitors, primary screen, biochemical, fluorescence | DNA repair protein RAD51 homolog 1 (Homo sapiens), Q06609 | hRad51 DNA strand exchange, fluorescence dequenching | inhibition, % at 10 µM | actives 0.085% (n = 200,000);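 active = inhibition above 40% at the single screening dose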;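 note: 0% = DMSO control wells and 100% = blanks with heterologous ssDNA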
Target sequence (Q06609 whole entry, looked up): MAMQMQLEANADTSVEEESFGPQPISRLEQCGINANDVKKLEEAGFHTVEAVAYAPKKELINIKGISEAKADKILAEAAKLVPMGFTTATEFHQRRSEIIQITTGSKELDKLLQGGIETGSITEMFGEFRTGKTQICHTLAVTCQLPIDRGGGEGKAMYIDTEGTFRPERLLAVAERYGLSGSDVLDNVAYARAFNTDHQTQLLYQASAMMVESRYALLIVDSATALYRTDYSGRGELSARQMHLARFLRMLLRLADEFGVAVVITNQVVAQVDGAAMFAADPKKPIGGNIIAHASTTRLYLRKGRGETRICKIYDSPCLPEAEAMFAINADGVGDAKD
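Test system: preformed human Rad51 ssDNA filaments. Compound dosing: single dose, 10 µM final compound. Incubation: filaments 15 min 37 °C, then compound 30 min. Technique: FRET fluorescence dequenching, excitation 485 nm, emission 520 nm. Read-out basis: percent inhibition from fluorescence, normalised to plate control and blank means. Benchmarks: plate controls and plate blanks.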
TNF death inh: inhibitors of TNF-alpha triggered necroptosis, primary screen, cell-based, Jurkat FADD-/-, single concentration | Jurkat FADD-/- TNF necroptosis rescue, ATP luminescence, 24 h; 0 = TNF only, 100 = no-TNF cells | activation (protection from cell death), % at 10 µM | actives 0.068% (n = 220,000) | AID 463075, 2010;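 active = activation, meaning protection from cell death, of at least 50% relative to plate controls; inactive = activation below 50%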;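 note: necroptosis triggered by 40 ng/mL TNF-alpha added together with compound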
Hck Nef HTS: inhibitors of Nef-activated human Hck kinase, primary screen, biochemical, Z-Lyte FRET, 384-well, Hck-YEEI; inhibition, % at 20 µM; Recombinant Hck-YEEI plus Nef, Z-Lyte FRET kinase assay; Tyrosine-protein kinase HCK (Homo sapiens), P08631; actives 0.68% (n = 220,000);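 active = Hck-Nef kinase inhibition above about 50%, limit read from the data; inactive = inhibition below that limit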;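 note: 0% = DMSO with Hck plus Nef and 100% = Hck alone without Nef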
Target sequence (P08631 whole entry, looked up): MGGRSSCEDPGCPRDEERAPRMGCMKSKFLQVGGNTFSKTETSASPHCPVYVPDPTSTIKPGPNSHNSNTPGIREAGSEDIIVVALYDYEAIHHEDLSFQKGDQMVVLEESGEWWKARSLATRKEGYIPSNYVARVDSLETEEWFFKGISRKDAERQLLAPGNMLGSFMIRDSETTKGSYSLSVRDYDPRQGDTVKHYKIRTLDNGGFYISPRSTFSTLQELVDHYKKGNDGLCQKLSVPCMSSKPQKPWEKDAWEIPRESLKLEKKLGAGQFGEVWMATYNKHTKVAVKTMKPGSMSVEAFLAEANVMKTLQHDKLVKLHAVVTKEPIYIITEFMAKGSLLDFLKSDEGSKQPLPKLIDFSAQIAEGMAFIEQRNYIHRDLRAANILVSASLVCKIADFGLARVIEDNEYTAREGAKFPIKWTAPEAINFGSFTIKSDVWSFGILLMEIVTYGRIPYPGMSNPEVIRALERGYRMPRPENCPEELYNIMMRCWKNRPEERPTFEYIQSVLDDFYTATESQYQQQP
* = called active by the depositor; · = no result given. Only part of the results is shown. The share of hits here may be higher or lower than overall.

SMILES | FXIa inh | Thrombin inh | zVAD death inh | FXIIa inh | KLK5 inh | Cl transport mod | Rad51 HR inh | TNF death inh | Hck Nef HTS
CC(C)Cc1ccc(C(C)NC(=O)c2ccc(=O)[nH]c2)cc1 (stereo not drawn) | 3 | · | -0.2 | 7 | 1 | -0.056 | 6 | -1.4 | 15
COc1ccc2cc(C#N)c(SCC(=O)NNC(=O)Cc3ccccc3)nc2c1 | 3 | 5 | -0.5 | 12 | 2 | · | -7 | -2.5 | 2
CC(C)CN(C(=O)CN1CCN(c2ccccc2O)CC1)c1c(N)n(CC(C)C)c(=O)[nH]c1=O | 9 | -2 | 2.2 | 9 | -10 | -0.093 | 1 | 2.4 | 2
Cc1ccc(S(=O)(=O)N2CCN(C(=O)c3ccc([N+](=O)[O-])cc3)C2)cc1 | 2 | -5 | 0.6 | 5 | 0 | 1.3 | 7 | 0.1 | 19
C=CCOc1ccc(CN(C)Cc2nc3cc(C(F)(F)F)ccc3c(=O)[nH]2)cc1 | 2 | -3 | 2.1 | 7 | 6 | 0.014 | 6 | 0.3 | 22
CC(NC(=O)CCl)c1ccccc1Br (stereo not drawn) | -2 | 4 | 61 | 8 | 1 | -0.33 | 4 | 9.2 | 9
Cc1sc2nc(CSCC(=O)Nc3c(Cl)cccc3Cl)[nH]c(=O)c2c1C | 13 | -4 | 2.9 | 20 | 2 | -0.4 | -7 | 3.9 | 2
COc1ccc(OCC(=O)OCCN2C(=O)c3ccccc3C2=O)cc1 | 1 | -2 | 1.6 | 2 | -2 | · | 12 | -1.9 | 4
COn1c(=O)c(-c2ccc(Cl)cc2)[n+]([O-])c2ccccc21 | -9 | 2 | 0.0 | 1 | -29 | 0.27 | 4 | 0.3 | 1
CCN(CC)C(=O)CSc1nnc(CCCCCNC(=O)OC(C)(C)C)o1 | 14 | 0 | -0.3 | 16 | 2 | · | 6 | -2.5 | 1
Cc1cc(/C=C2\SC(=Nc3ccc(N4CCOCC4)cc3)N(C)C2=O)c(C)n1-c1cccnc1 | 5 | -7 | 0.7 | 9 | -1 | -0.35 | 0 | 3.2 | 4
O=C(NC1CCCC1)C(c1ccsc1)N(CCc1ccccc1)C(=O)Cc1cccs1 (stereo not drawn) | 26 | 1 | 0.1 | 30 | -6 | -1 | 2 | 0.8 | 7
CCn1c2c(c3cc(OCC(C)C)ccc31)CCCC2=O | 4 | -3 | 0.1 | 11 | -11 | -1.3 | 0 | -7.2 | 5
CCOC(=O)C(CC)(CC)C(=O)/C=C/c1cccc(Br)c1 | · | · | 0.1 | · | · | -1.1 | -2 | 2.3 | 1
COc1ccc(S(=O)(=O)N(C)C2CCN(C)CC2)cc1 | -8 | -1 | -1.1 | -3 | -2 | 0.079 | -4 | 2.1 | 0

Taken from the results shown, 5 compounds:
SMILES | FXIa inh | Thrombin inh | zVAD death inh | FXIIa inh | KLK5 inh | Cl transport mod | Rad51 HR inh | TNF death inh | Hck Nef HTS
Cc1cc(/C=C2\SC(=Nc3ccc(N4CCOCC4)cc3)N(C)C2=O)c(C)n1-c1cccnc1 | 5 | -7 | 0.7 | 9 | -1 | -0.35 | 0 | 3.2 | 4
O=C(NC1CCCC1)C(c1ccsc1)N(CCc1ccccc1)C(=O)Cc1cccs1 (stereo not drawn) | 26 | 1 | 0.1 | 30 | -6 | -1 | 2 | 0.8 | 7
CCn1c2c(c3cc(OCC(C)C)ccc31)CCCC2=O | 4 | -3 | 0.1 | 11 | -11 | -1.3 | 0 | -7.2 | 5
CCOC(=O)C(CC)(CC)C(=O)/C=C/c1cccc(Br)c1 | · | · | 0.1 | · | · | -1.1 | -2 | 2.3 | 1
COc1ccc(S(=O)(=O)N(C)C2CCN(C)CC2)cc1 | -8 | -1 | -1.1 | -3 | -2 | 0.079 | -4 | 2.1 | 0

Other compounds:
SMILES | FXIa inh | Thrombin inh | zVAD death inh | FXIIa inh | KLK5 inh | Cl transport mod | Rad51 HR inh | TNF death inh | Hck Nef HTS
COc1ccc(N(Cc2cc3cc(OC)ccc3[nH]c2=O)C(=O)C2CCCO2)cc1 (stereo not drawn) | 18 | -1 | 0.7 | 25 | -13 | -0.42 | 8 | 1.0 | 3
CCC(=O)Nc1nnc(C(C)(C)C)s1 | -6 | -3 | 0.0 | -4 | -5 | 0.061 | 3 | -0.7 | 0
C/C(=N\Nc1ccc(S(N)(=O)=O)cc1[N+](=O)[O-])c1ccccc1O | -5 | -3 | -1.6 | 5 | 2 | 0.39 | -15 | -4.7 | 10
CN1C(=O)N(C)C2(c3ccccc3)N(C(C)(C)C)C(=O)NC12c1ccccc1 (stereo not drawn) | 2 | -2 | · | 9 | -13 | -0.28 | · | -1.5 | -1
CCOC(=O)c1cc2c(ccn2C)n1CC(=O)N1CCC(C)CC1 | 2 | -3 | -0.4 | 11 | 0 | 0.58 | -3 | -0.9 | 0
CC(=O)c1cc(C(=O)c2ccccc2)sc1Nc1ccccc1 | 0 | -2 | 0.0 | 3 | -11 | -1 | 7 | 2.6 | 3
Cc1ccc(OCCCCN(C)Cc2ccccc2)c(Br)c1 | 4 | -4 | -0.7 | 15 | -14 | 0.38 | 4 | 2.0 | 6
CCOC(=O)Cc1c(C)c2ccc(N(CC)CC)cc2oc1=O | -19 | -15 | 1.8 | -35 | -15 | · | · | 1.4 | 107*
O=c1[nH]c2cccnc2n1-c1cccc([N+](=O)[O-])c1 | 1 | -3 | 0.9 | 4 | 5 | 0.56 | 2 | 1.5 | 13
CCCCNC(=O)C1CCCN(S(=O)(=O)CC)C1 (stereo not drawn) | 2 | 5 | 2.1 | 11 | -2 | -0.25 | -14 | -0.2 | 23
Cc1ccc(-c2nc(NCc3cccnc3)c3ccccc3n2)cc1 | 0 | 1 | 0.4 | 3 | -14 | 0.58 | -3 | 1.5 | 2
O=C(NNC(=O)c1cccs1)Nc1cccc(Cl)c1 | -5 | -8 | -0.1 | 5 | 7 | -0.26 | · | -1.3 | -3
CC1C(c2ccccc2)N(C)C(c2ccccc2)CC1(O)c1ccccc1 (stereo not drawn) | 2 | 6 | 1.3 | 15 | -7 | · | -5 | 1.6 | -2
O=C(O)c1cnn2c(C(F)(F)F)cc(-c3ccccc3)nc12 | -1 | 3 | 0.6 | 22 | -8 | -0.98 | 1 | 0.0 | 10
Cn1c(=O)c2nc(-c3ccc(Cl)cc3Cl)oc2c2ccccc21 | 6 | -7 | 1.1 | 7 | -21 | 0.0026 | -6 | -5.6 | 2
CC(C)OC(=O)CSc1nnc2n1C(C)(C)Cc1ccccc1-2 | 8 | 0 | -0.1 | 16 | -3 | -0.6 | 8 | -3.1 | 1
CCOC(=O)c1sc(NC(=O)CCCn2nc([N+](=O)[O-])c(Cl)c2C)c(C(=O)OCC)c1C | -4 | -8 | 1.3 | 3 | -30 | -0.14 | · | 3.9 | 1
COc1cc(C(=O)N(CCc2ccccc2)C2=CC3CCC(C2)N3C)cc(OC)c1OC (stereo not drawn) | 8 | 4 | -0.2 | 15 | -9 | -0.95 | 7 | 1.7 | -2
Oc1ccc(/C=N/Nc2ccnc3cc(Cl)ccc23)c(O)c1 | 0 | -6 | 1.7 | 3 | -2 | 0.59 | 3 | -17 | 16
O=C(CN1CCCCC1)Nc1cccc([N+](=O)[O-])c1 | -1 | 1 | 0.0 | 18 | -7 | · | 0 | 0.8 | 1
Cc1ccc2nsnc2c1S(=O)(=O)Nc1cccc2nsnc12 | 5 | -5 | 0.2 | 10 | -18 | · | 3 | 0.1 | 4
NC(=O)[C@@H]1CCCN1Cc1nc(-c2cccs2)no1 | 0 | -1 | -0.1 | 8 | · | 0.89 | · | 0.4 | 5
O=C(Nc1ccc(N2CCOCC2)cc1)c1ccc2nc(-c3ccco3)c(-c3ccco3)nc2c1 | 2 | -3 | 0.7 | -3 | 0 | -0.45 | 6 | -0.1 | 11
COC(=O)c1ccc(COc2cc([N+](=O)[O-])cc3cccnc23)o1 | -2 | -4 | 3.9 | 7 | 2 | 0.071 | -1 | -0.1 | 20
COc1ccc2[nH]c3c(c2c1)CN(C)CC3 | -5 | -2 | -0.2 | 2 | -4 | -0.42 | 6 | -1.0 | 3
Cc1ccc(S(=O)(=O)N2CCN(C(=O)CN3C(=O)NC4(CCOc5ccccc54)C3=O)CC2)cc1 (stereo not drawn) | -10 | -3 | -0.5 | 6 | -6 | · | -5 | -1.4 | 0
COc1ccc(Nc2nnc(SCC(=O)Nc3ccc4[nH]c(=O)[nH]c4c3)s2)cc1 | -1 | -4 | 0.8 | 0 | -3 | -0.9 | · | 1.0 | 4
COc1ccc(N(CC(=O)Nc2ccc(F)c(Cl)c2)S(=O)(=O)c2c(C)noc2C)cc1 | -8 | 0 | 0.3 | 5 | 12 | 0.36 | 6 | 0.4 | 2
O=C(Nc1nnc(C2CC2)s1)C1CCCO1 (stereo not drawn) | -4 | -3 | 1.4 | -11 | -22 | -1 | 8 | 0.8 | -18
CCN(CC)C(=O)c1sc2[nH]c(=S)n(-c3ccccc3)c(=O)c2c1C | 0 | 6 | -0.5 | 3 | -14 | · | 9 | -2.6 | -1
Cc1cc[n+](-c2[nH]c(=O)sc2/C=N/N=C(\[O-])c2ccccc2)cc1 | 5 | 2 | -0.5 | 12 | 3 | 0.029 | -5 | -2.5 | 6
OCCNCCCCCOc1ccc(F)cc1 | 6 | 5 | 0.0 | 11 | -12 | · | -30 | 1.0 | -2
C=CC(=C)CC(NC)c1ccccc1 (stereo not drawn) | -2 | -3 | 0.0 | 4 | -5 | -0.1 | -3 | 2.3 | 1
O=C1CC(Nc2ccc(N3CCOCC3)cc2)C(=O)N1Cc1ccccc1 (stereo not drawn) | -7 | -5 | 0.2 | -1 | -11 | -0.42 | -4 | -0.2 | -1
COc1cc(NC(=O)COC(C)=O)cc(OC)c1OC | -3 | 1 | 0.2 | 2 | -7 | -0.061 | -29 | -0.1 | -4
CC(=O)Oc1ccc(C(C)=O)c2c1OCCO2 | -9 | 6 | -1.2 | -7 | -40 | -0.23 | 5 | -0.9 | 1
CCCc1[nH]nc2c1C(/C(C)=C/c1ccccc1)C(C#N)=C(N)O2 (stereo not drawn) | 4 | 2 | -0.3 | 18 | -23 | 2.6 | 10 | -11 | -1
Cn1c(CO)cnc1S(=O)(=O)Cc1ccc(Cl)cc1 | 30 | 6 | -0.6 | 34 | 26 | 0.56 | -19 | 0.0 | -15
CCCCC(CC)C(=O)Nc1ccc(C#N)cc1 (stereo not drawn) | -2 | -17 | 0.9 | 16 | -21 | 0.43 | 6 | 3.1 | 3
COc1ccc(/C=N/n2c(-c3n[nH]c4c3CCC4)n[nH]c2=S)cc1OC | 5 | -6 | 0.5 | 6 | -15 | -0.32 | 7 | -0.1 | 7
